Assay outcomes deposited in PubChem BioAssay by National Center for Advancing Translational Sciences (NCATS).
12-hLO inh = inhibitors of human 12-lipoxygenase (ALOX12); P18054; purified 12-hLO, xylenol orange hydroperoxide absorbance; Potency, µM (top dose mostly 57.1 µM), for the others: at the highest dose activity change, negative = inhibition, usual class: inhibitors; 150,000 compounds, 0.12% hits; further: potency means the concentration at half of the fitted maximal effect; nearly all actives have a fitted effect of over 55% in size; many of its hits are not listed in these tables
Target sequence (P18054 whole entry, looked up): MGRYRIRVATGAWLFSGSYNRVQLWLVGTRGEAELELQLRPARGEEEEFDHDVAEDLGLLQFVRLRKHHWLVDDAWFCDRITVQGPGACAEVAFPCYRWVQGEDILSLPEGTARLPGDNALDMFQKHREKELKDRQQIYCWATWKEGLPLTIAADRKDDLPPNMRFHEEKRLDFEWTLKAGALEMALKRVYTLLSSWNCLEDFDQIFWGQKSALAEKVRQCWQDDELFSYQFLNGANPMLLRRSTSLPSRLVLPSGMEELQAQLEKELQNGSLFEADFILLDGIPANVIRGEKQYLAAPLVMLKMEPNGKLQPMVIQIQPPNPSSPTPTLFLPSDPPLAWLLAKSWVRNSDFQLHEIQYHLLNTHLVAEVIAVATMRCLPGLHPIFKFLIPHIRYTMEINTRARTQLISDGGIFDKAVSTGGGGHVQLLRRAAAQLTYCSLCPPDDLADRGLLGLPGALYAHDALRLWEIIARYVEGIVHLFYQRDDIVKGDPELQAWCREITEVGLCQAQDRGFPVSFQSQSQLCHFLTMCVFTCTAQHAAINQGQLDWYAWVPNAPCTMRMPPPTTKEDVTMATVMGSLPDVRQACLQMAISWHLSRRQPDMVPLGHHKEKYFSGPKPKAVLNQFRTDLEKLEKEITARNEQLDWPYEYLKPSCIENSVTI
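Hydroperoxide output read as Fe(III)-xylenol orange absorbance, 573-to-405 nm ratio, after 30 min reaction with 40 uM arachidonic acid. Enzyme: 150 nM purified human 12hLO, 15 min compound preincubation; 25 mM Hepes pH 7.0, room temperature.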
PNC assembly inh = inhibitors of perinucleolar compartment assembly; PC3M PTB-GFP, PNC prevalence imaging, 16 h; hits give low values; activity change (PNC), negative = inhibition, % at 10 µM; 140,000 compounds, 3.1% hits; AID 2417;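 active means readout at or below -70, meaning at least 70% loss of cells showing the perinucleolar compartment, a nuclear body marking cancer cells; inconclusive means readout between -30 and a set limit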;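 further: plate controls were DMSO wells for no effect and camptothecin positive control wells for full effect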
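Compounds are pinned in duplicate onto adhered PC3M cells stably expressing GFP-tagged PTB and incubated 16 h at 37 C. Cells are then fixed, nuclei stained with Hoechst, and PNC-positive cells counted.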
15-hLO-2 inh = inhibitors of human 15-lipoxygenase 2 (ALOX15B). purified 15hLO-2, xylenol orange hydroperoxide absorbance. 110,000 compounds, 0.56% hits. Potency, µM (top dose mostly 57.1 µM), for the others: top-dose activity change, negative = inhibition, actives largely listed as inhibitors. AID 881; further: potency means the concentration at half of the fitted maximal effect; nearly all actives have a fitted effect of over 60% in size; many of its hits are not listed in these tables
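Screening format was qHTS against 50 nM purified 15hLO-2 in Hepes pH 7.5 with detergent. Activity follows hydroperoxide formation from 45 uM arachidonic acid, measured as 573:405 nm absorbance ratio of the ferric-xylenol orange complex.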
IMPase cell inh = cell-permeable inhibitors of inositol monophosphatase (IMPase); AID 901; 120,000 tested, under 10 active; CHO-M1 cells, IP1 accumulation, HTRF TR-FRET ratio; P97697; inhibition (IP1 accumulation), % at 46.1 µM; active means well fitted curve in the direction sought with a large enough effect in the signal ratio, not every such curve was filed as active; inconclusive means small, poorly fitted or top-dose-only effect, or a change in a side signal; inactive means no such curve, though single readings can be large or run the other way; the % refers to the signal ratio;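 further: cells stimulated with carbachol in lithium chloride buffer; plate controls were DMSO basal wells for no effect and reference inhibitor wells for full effect; higher means more IMPase inhibition seen as more IP1 and lower FRET ratio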
Target sequence (P97697 whole entry, looked up): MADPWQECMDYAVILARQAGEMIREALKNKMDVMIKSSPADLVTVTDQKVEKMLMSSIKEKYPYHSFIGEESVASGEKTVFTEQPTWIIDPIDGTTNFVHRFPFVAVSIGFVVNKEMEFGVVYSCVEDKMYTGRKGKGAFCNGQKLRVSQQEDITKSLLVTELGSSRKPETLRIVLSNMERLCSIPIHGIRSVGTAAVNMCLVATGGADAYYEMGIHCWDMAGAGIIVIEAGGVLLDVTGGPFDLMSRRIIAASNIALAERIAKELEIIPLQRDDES
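Seeded CHO-M1 cells were dosed with compound at up to 46 uM, stimulated with carbachol for 30 min, then lysed in IP-One detection reagents. Higher IP1 lowers the TR-FRET signal.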
Starred values were filed as active, the others as inactive; ? = inconclusive; . = no result given; & = joins results of further samples; [ ] = another dose, or the depositor's remark. Unless noted, the call rests on the fitted dose curve; in most records, active means well fitted curve in the direction sought with a large enough effect; inconclusive means small, poorly fitted or top-dose-only effect, or another doubt; inactive means no such curve, though single readings can be large; an effect the other way counts as inactive or inconclusive. Unless noted, on the % scale 0 is the no-effect control and ±100 the full control effect. Some of the compounds tested. The share of hits here may be higher or lower than overall.

SMILES	12-hLO inh	PNC assembly inh	15-hLO-2 inh	IMPase cell inh
NC(=O)CCS(=O)(=O)c1ccccc1	-3%	4	1%	-6
CCOC(=O)C1CCN(Cc2cnc(Oc3ccc(C(C)(C)C)cc3)s2)CC1	0%	16	42%[activator]	7
CC(=O)C1=C(O)C(=O)N(Cc2ccco2)C1c1ccc2c(c1)OCO2 (configuration not stated)	4%	19	22%	-13
Cn1cccc1C(=O)N1CCC2(CC1)CCN(C(c1ccccc1)c1ccccc1)CC2	-3%	.	7%	.
Cc1cc(NC(=O)c2cc(-c3cccs3)on2)no1	-1%	-2	-1%	-4
CCCC1Cc2c(sc(NC(=S)NC(=O)c3ccccc3)c2C#N)CO1 (configuration not stated)	-5%	1	.	-11
CCOC(=O)C1CCN(C(=O)C(=O)N2CCC(C(=O)OCC)CC2)CC1	5%	-30	-3%	4
COC(=O)c1cc(NC(=O)CSc2nc(C)cc(=O)[nH]2)cc(C(=O)OC)c1	-8%	35	3%	5
O=C(c1cn(-c2ccccc2)nc1-c1ccccc1)n1nnc2ccccc21	9%	-23	-2%	-2
COc1ccc(C(=O)NCC(=O)OCC(=O)Nc2c(C)n(C)n(-c3ccccc3)c2=O)cc1	1%	51	3%	2
CCC(C)n1cnc2c(c1=O)c1nc3ccccc3nc1n2Cc1ccc2c(c1)OCO2 (configuration not stated)	-17%	-13	?	16
CCc1ccccc1NC(=O)CSc1nnc([C@@H]2CCCN2C(=O)OC(C)(C)C)o1	-2%	14	-6%	?

Ordered by length of the SMILES (smallest number first): 3 of the compounds above
SMILES	12-hLO inh	PNC assembly inh	15-hLO-2 inh	IMPase cell inh
Cc1cc(NC(=O)c2cc(-c3cccs3)on2)no1	-1%	-2	-1%	-4
O=C(c1cn(-c2ccccc2)nc1-c1ccccc1)n1nnc2ccccc21	9%	-23	-2%	-2
Cn1cccc1C(=O)N1CCC2(CC1)CCN(C(c1ccccc1)c1ccccc1)CC2	-3%	.	7%	.

(continued)
SMILES	12-hLO inh	PNC assembly inh	15-hLO-2 inh	IMPase cell inh
CCNC(=O)NC(=O)COc1ccccc1C#N	-18%	-26	4%	-15
COc1ccc2c(c1)N(S(=O)(=O)c1ccccc1)CCC2=O	3%	48	.	.
Cc1ccc(S(=O)(=O)NCCc2nnc3ccc(SCC(=O)Nc4nc5ccccc5s4)nn23)cc1	-4%	5	.	.
O=C(CSc1nc2ccccc2c(=O)[nH]1)N1CCCCCC1	-1%	9	-7%	-15
CN(C)CCCNC(=O)c1cc(Br)ccc1Cl	7%	58	-1%	-5
Cc1csc(=N)n1-c1ccc(Cl)cc1	?	-4	23%	1
COc1ccc(CNC(=O)COC(=O)Cc2ccc(Cl)cc2Cl)cc1	2%	28	.	9
O=C(Nc1ccc(NC(=O)c2cccs2)cn1)c1ccco1	-9%	?	10%	2
O=[n+]1cc(-c2ccc(F)cc2)n([O-])c2c1CCC2	6%	?	-6%	0
O=C1C2C3CCC(C3)C2C(=O)N1CNc1ccc(F)cc1 (configuration not stated)	2%	?	3%	1
CCOc1ccc(CONS(=O)(=O)c2ccc(NC(C)=O)cc2)cc1Cl	-5%	?	.	.
O=C(O)C1CCCCC1C(=O)Nc1ccccc1Cl (configuration not stated)	-1%	5	-3%	1
C=CC(=O)NCCCc1cc(C(C)(C)C)c(O)c(C(C)(C)C)c1	-2%	?	.	11
CN(C)Cc1ccccc1-c1nc(NCc2ccccc2)c2ccccc2n1	-4%	.	36%[activator]	.
Cc1c(C#N)c(N)nc2c3c(sc12)NC(=O)CC3c1ccccc1 (configuration not stated)	-1%	-24	.	.
Cc1ccc(S(=O)(=O)Nc2ccc3ncccc3c2)cc1	-11%	26	-6%	-7
Cc1[nH]c2ccc(OCc3ccccc3)cc2c1CCN1C(=O)OC(C)(C)C1(C)O (configuration not stated)	-9%	?	-1%	-6
Cc1noc(C)c1C(=O)OCC(=O)c1cc(C)n(Cc2ccccc2Cl)c1C	-4%	-1	4%	5
CNC(=O)NC(=O)CSc1nnc(C(F)(F)F)n1C	-2%	-17	-1%	2
COc1ccc2nc(NC(=O)CSc3nnc(-c4ccoc4C)n3C)sc2c1	-7%	?	4%	21
Cc1cccc(N2CCN(C(=S)NCc3ccco3)CC2)c1C	1%	22	.	.
CCCOc1ccc(-c2nn(-c3ccccc3)cc2/C=C2\SC(N)=NC2=O)cc1C	-2%	7	.	-7
COc1ccc(NC(=O)CSc2nc(C)c3c(c2C#N)CCCC3)cc1	0%	69	0%	9
COc1ccc(CCNC(=O)NC23CC4CC(CC(C4)C2)C3)cc1	3%	21	-2%	0
Cc1c(O)c(Br)c(C)c(O)c1Br (tested in a mixture with another compound)	?	.	2µM*	.
Cc1ccccc1C(=O)NC1CCS(=O)(=O)C1 (configuration not stated)	-10%	?	0%	-4
Oc1ccccc1C1N=C(c2ccccc2)NC(c2ccccc2)=N1	-3%	-24	12%	-1
N#Cc1c(NC(=O)CSc2nc3ccccc3s2)sc2c1CCCC2	-4%	7	.	.
O=C(Nc1ccccc1C(=O)O)c1cccc(NC(=O)c2ccc(Br)o2)c1	2%	-21	1%[11.4 µM]	2[1.84 µM]
Nc1nn(-c2ccccc2)c(N)c1N=Nc1ccc2c(c1)OCO2	-6%	?	.	.
Nc1nnc(CCCCc2cccs2)o1	-8%	?	8%	1
C=CCn1cc(C(=O)NCC2CCCO2)c(=O)c2cc(S(=O)(=O)N3CCCCCC3)ccc21 (configuration not stated)	-2%	-2	-6%	3
CC(=O)c1ccc(NC(=O)c2ccn[nH]2)cc1	-1%	11	-3%	-2
COc1ccc(C2=NC(C(F)(F)F)(C(F)(F)F)c3c(n(C)c(=O)n(C)c3=O)N2)cc1	-8%	-16	-2%	-2
CC(C)Nc1nc(NC(C)C)nc(N(C)n2cnnc2)n1	-5%	?	3%	5
COc1ccc(NC(=O)Cc2nnc(SCC(=O)Nc3cc(C)ccc3OC)n2C)cc1	-5%	-26	-2%	17
Cc1cc(NC(=O)CSc2nnc(COc3cccc(C)c3C)n2C)no1	-5%	6	-2%	3
CCOC(=O)c1csc(NC(=O)c2ccc(S(=O)(=O)N(CC)CC)cc2)n1	-3%	-14	.	4
CCOC(=O)c1c2ccc(OCC(=O)N/N=C/c3ccc(C)cc3)cc2n2ccccc12	-5%	35	16µM*	0
Cc1ccc(NC(=O)Cn2nc(C)c3ccccc3c2=O)c(C)c1	2%	?	-7%	-2
NC(=O)c1ccc(C(F)(F)F)n(Cc2cccc(Cl)c2)c1=O	-13%	-12	0%	-3
CCN1CCN(c2c(Cl)cccc2NC(=O)c2ccco2)CC1	0%	?	14%	10
O=C(Nc1ccc(Cl)c(S(=O)(=O)Nc2ccccc2Cl)c1)c1cccs1	0%	?	.	.
COc1cccc(/C=N/n2c(SC)nnc2-c2ccccc2)c1OC	-5%	-24	-6%	-1
O=c1c2[nH]c3ccc(F)cc3c2ncn1C1CCCCC1	0%	40	-17%	-2
CC1(C)C/C(=C(/C#N)C(N)=O)CCO1	0%	30	-3%	0
COC(=O)CCc1c(C)nn(-c2ccccc2)c1C	-2%	20	-3%	-5
c1cc2c3c(cccc3c1)NC1(CCCCC1)N2	-7%	36	6%	12

Quoted from the listing for reference:
SMILES	12-hLO inh	PNC assembly inh	15-hLO-2 inh	IMPase cell inh
Cc1cc(NC(=O)CSc2nnc(COc3cccc(C)c3C)n2C)no1	-5%	6	-2%	3
CCOC(=O)c1csc(NC(=O)c2ccc(S(=O)(=O)N(CC)CC)cc2)n1	-3%	-14	.	4
CCOC(=O)c1c2ccc(OCC(=O)N/N=C/c3ccc(C)cc3)cc2n2ccccc12	-5%	35	16µM*	0

Next compounds:
SMILES	12-hLO inh	PNC assembly inh	15-hLO-2 inh	IMPase cell inh
CCc1[nH]nc2c1C(C(C)C)C(C#N)=C(N)O2 (configuration not stated)	-2%	?	0%	-1
COc1ccccc1-n1c(COc2ccccc2-c2ccccc2)nnc1SCC(=O)c1c(N)n(C)c(=O)n(C)c1=O	3%	-19	.	.
O=C(Cn1c(=O)oc2ccccc21)Nc1nnc(N2CCCCCC2)s1	8%	?	-10%	-1
CN(C(=O)C1CCCO1)c1nnc(-c2cnccn2)s1 (configuration not stated)	-1%	-4	4%	-2
O=C(Nc1ccc(Cl)cc1)NC1CCCC1Cc1ccco1 (configuration not stated)	-23%	7	-16%	2
CCOC(=O)Nc1ccc(S(=O)(=O)Nc2nc(C)cc(C)n2)cc1	-3%	1	1%	10
Cc1cc(CNC(=O)[C@H]2C[C@@H]2[C@H](NP(=O)(c2ccccc2)c2ccccc2)c2ccccc2)nn1C	17%&-3%	24	6%	.
Cc1ccccc1CN(c1ccc(C(=O)N2CCc3ccccc3C2)cc1)S(C)(=O)=O	8%	35	0%	14
CCOc1ccc(C2/C(=C(/O)c3ccc(F)cc3)C(=O)C(=O)N2CCCN(C)C)cc1 (configuration not stated)	5%	-4	5%[2.29 µM]	-15
CC(Sc1ccc(S(=O)(=O)N2CCOCC2)cc1[N+](=O)[O-])C(=O)O (configuration not stated)	0%	-20	.	.
COC(=O)CN1C(c2cccc(Cl)c2)=Nc2ccc(Cl)cc2C1c1ccccc1 (configuration not stated)	-4%	?	.	13
COCCn1c(SCC(=O)Nc2ncc(C)s2)nc2sc3c(c2c1=O)CCC3	-7%	?	26%	-1
CCn1c(NC(=S)Nc2ccccc2)nc2ccccc21	?	36	25µM*	2
Cn1c(=O)c(NCCO)c2c3c(cccc31)C(=O)c1ccccc1-2	-1%	-123*	-10%	-9
CC(c1ccc(C(C)(C)C)cc1)S(=O)CC(O)CO (configuration not stated)	-2%	-112*	.	.
Cc1ccc(C(=O)N2CCN(c3cccc(Cl)c3)CC2)cc1C	-6%	?	-5%	6
CCN1CNC(=S)N(C(C)c2ccccc2)C1 (configuration not stated)	0%	28	.	1
COc1ccc(-c2nc3c(c4nnc(SC(C)C(=O)Nc5ccc(C)cc5)n24)COC(C)(C)C3)cc1 (configuration not stated)	-6%	-30	.	-15
CCCOc1c(OC)cccc1C1CC(=O)Nc2cc3c(cc21)OCO3 (configuration not stated)	-8%	15	-5%	-2
O=C1C2=C(SCCS2)C(=O)N1CCCO	-7%	?	-6%	-3
COc1ccc(N=C2SC(CC(=O)Nc3ccccc3F)C(=O)N2Cc2ccco2)cc1 (configuration not stated)	-2%	-3	.	.
Cc1[nH]n(-c2ccccc2)c(=O)c1N=Nc1nccs1	-1%	-2	-5%	13
COc1ccc(NC(=O)CNS(=O)(=O)c2cccs2)cc1	-6%	-3	-2%	-7
Cc1ccc(C(=O)COC(=O)c2cccc(NC(=O)c3ccc([N+](=O)[O-])cc3[N+](=O)[O-])c2)cc1	1%	79	-19%	3
Cc1cccc(-n2ccnc2SCC(=O)Nc2cc(C)on2)c1	13%	4	2%	0
COc1ccc(NC(=O)COC(=O)CC23CC4CC(CC(C4)C2)C3)c([N+](=O)[O-])c1	0%	-18	.	.
N#CC1=C(N)NC(SCC(=O)Nc2ccccc2)=C(C#N)C12CCCCC2	-5%	-1	.	-3
COC(=O)C(NC(C)=O)(Nc1ccc(Br)cn1)C(F)(F)F (configuration not stated)	5%	13	4%	6
Nc1nc(NC(=O)c2cccc(S(=O)(=O)N3CCCCCC3)c2)nc(-c2ccccc2)n1	-2%	-29	-12%	8
COc1ccc(C(=O)NC2c3ccccc3-c3ccccc32)cc1	-7%	?	.	-7
CCN(CC)C(=O)N1CCN(C)CC1	0%	.	42%[activator]	5[20.6 µM]
O=C1CC(c2cccc([N+](=O)[O-])c2)c2c(ccc3ccccc23)N1 (configuration not stated)	-3%	?	-2%	1
Cc1cc(C)n2nc(-c3ccc(F)cc3)nc2n1	-6%	0	-5%	-2
Cc1ccc(OCc2nc(-c3ccc(Cl)cc3)n[nH]2)cc1	-1%	-19	-5%	9
CCOC(=O)/C(C#N)=C/Nc1ccccc1OC	2%	20	-7%	-2
COc1cc2nncc(SCc3ccc(Cl)c(Cl)c3)c2cc1OC	2%[11.4 µM]	.	1%[11.4 µM]	.
